Source: PubChem BioAssay (Sanford-Burnham Center for Chemical Genomics)
Hsp70 displacement = small molecules displacing fluorescent ligand from Hsp70 – biochemical, fluorescence polarization, primary screen (AID 583); Hsp70 fluorescence polarization probe displacement, mP; higher % means a stronger effect; 140,000 compounds, 0.06% hits; displacement, % at 20 µM, or IC50 in µM where a hit was titrated; in the data active = displacement above about 50%;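 also: plate controls were vehicle for no effect and reference ligand for full effect; a part of the inactive calls stands beside numbers as strong as those of hits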
MKP-3 inhibition = inhibition of rat DUSP6 enzyme activity – biochemical, in vitro, primary screen (AID 425). recombinant MKP-3 phosphatase activity, fluorescence; higher % means a stronger effect. inhibition, % at 20 µM; hits with a dose series show IC50 in µM. 110,000 compounds, 0.17% hits; in the data active = inhibition above about 50%;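 also: plate controls were vehicle for no effect and reference inhibitor for full effect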
* hit, by the source's call; x = not tested or not shown; & = joins results of further samples. This is a subset; the hit share may differ from the screen's.

The opening 6 compounds as a preview:
SMILES	Hsp70 displacement	MKP-3 inhibition
COc1ccc(OC)c(C2/C(=C(\O)c3ccccc3)C(=O)C(=O)N2Cc2cccnc2)c1 (centres undefined)	4.0%	-2%
COCCN(CCOC)c1ncc(Cl)c(C(=O)c2c(C)cc3ccccn23)n1	2.0%	0%
Cc1nn(C)c(C)c1S(=O)(=O)N1CCC(C(=O)NC2CCCCCC2)CC1	2.7%	0%
O=C(O)c1ccccc1NS(=O)(=O)c1cccc(C(F)(F)F)c1	0.3%	x
COc1ccc(CNC(=O)CSc2nnnn2-c2ccccc2)cc1	-0.8%	0%
COCCNC(=O)CN(CC1CCCO1)C(=O)CCC(=O)Nc1ccccn1 (centres undefined)	-4.5%	-6%

All compounds of this part, from the first entry:
SMILES	Hsp70 displacement	MKP-3 inhibition
COc1ccc(OC)c(C2/C(=C(\O)c3ccccc3)C(=O)C(=O)N2Cc2cccnc2)c1 (centres undefined)	4.0%	-2%
COCCN(CCOC)c1ncc(Cl)c(C(=O)c2c(C)cc3ccccn23)n1	2.0%	0%
Cc1nn(C)c(C)c1S(=O)(=O)N1CCC(C(=O)NC2CCCCCC2)CC1	2.7%	0%
O=C(O)c1ccccc1NS(=O)(=O)c1cccc(C(F)(F)F)c1	0.3%	x
COc1ccc(CNC(=O)CSc2nnnn2-c2ccccc2)cc1	-0.8%	0%
COCCNC(=O)CN(CC1CCCO1)C(=O)CCC(=O)Nc1ccccn1 (centres undefined)	-4.5%	-6%
COc1ccc(CC(=O)Nc2sc3c(c2C(=O)Nc2ccccc2OC)CCCCC3)cc1	1.6%	1%
CCOc1cccc(-c2nnc3sc(COc4ccc(OC)cc4)nn23)c1	2.6%	-2%
CCC(=O)Nc1nnc(SCC(=O)N2c3ccccc3CC2C)s1 (centres undefined)	-1.0%	x
O=C(Nc1ccc2c(c1)Cc1ccccc1-2)c1ccncc1	1.0%	4%
COc1ccc(C(CC(=O)c2ccc(C)cc2)Nc2ccc(Br)cc2)cc1 (centres undefined)	0.9%	1%
COc1ccc(-n2c(=O)c3c4c(sc3n3c(C)nnc23)COC(C(C)C)C4)cc1 (centres undefined)	2.0%	-1%
O=C1C(=O)N(c2cccnc2)C(c2ccccc2Cl)/C1=C(\O)c1ccc(Cl)cc1 (centres undefined)	2.4%	4%
CCOC(=O)C1CCCN(C2CC(=O)N(c3cccc(C)c3)C2=O)C1 (centres undefined)	1.5%	-5%
CCOc1cccc(NC(=O)CSc2nc(C)c3c(c2C#N)CCCC3)c1	-2.8%	x
O=C(Nc1ccc(-c2nc3ccccc3s2)cc1)c1cc2ccccc2o1	0.9%	0%
Cc1nn2cc(-c3ccc(-c4ccccc4)cc3)nc2s1	3.3%	4%
Cc1noc(C)c1CSc1nnc2sc3ccccc3n12	10%	6%
O=C(Nc1nnc(C2CC2)s1)c1ccncc1	0.2%	x
Cc1ccc(S(=O)(=O)Cn2nnnc2CN(Cc2ccco2)CC2CCCO2)cc1 (centres undefined)	8.0%	-8%
CN1C(=O)NC(=O)/C(=C\c2ccc(Cl)cc2Cl)C1=O	1.1%	-4%
CCC1=NN2C(=N)/C(=C/c3cn(Cc4ccc(F)cc4)c4ccccc34)C(=O)N=C2S1	-1.8%	4%
Cc1c(OCC(=O)N(C)C)ccc2c3c(c(=O)oc12)CCCC3	1.4%	0%
NC(=NC1CCCCC1)c1ccc([N+](=O)[O-])cc1	1.5%	x
C/C(=N\Nc1nc(-c2ccccc2)nc(C)c1C)c1ccc(Br)cc1	-2.2%	5%
CCn1[nH]c(=O)c(=Nc2c(C)n(C)n(-c3ccccc3)c2=O)cc1-c1ccc(Cl)cc1	0.4%	-9%
Cc1ccc(S(=O)(=O)N/N=C/C=C/c2ccc(N(C)C)cc2)cc1[N+](=O)[O-]	-2.6%	3%
CCCOc1ccc(/C(O)=C2/C(=O)C(=O)N(CCCn3ccnc3)C2c2cccs2)cc1 (centres undefined)	4.6%	-5%
C=C(C)CSc1nnc2n(-c3ccc(OC)cc3)c(=O)c3c4c(sc3n12)COC(C)(C)C4	-8.1%	2%
O=C(CCc1nc(-c2ccccc2)no1)N1CCCC1	-0.4%	-1%

An excerpt from above in order of length of the SMILES, largest number first.
SMILES	Hsp70 displacement	MKP-3 inhibition
COc1ccc(C(CC(=O)c2ccc(C)cc2)Nc2ccc(Br)cc2)cc1 (centres undefined)	0.9%	1%
CCOC(=O)C1CCCN(C2CC(=O)N(c3cccc(C)c3)C2=O)C1 (centres undefined)	1.5%	-5%
Cc1noc(C)c1CSc1nnc2sc3ccccc3n12	10%	6%

(listing goes on)
SMILES	Hsp70 displacement	MKP-3 inhibition
Cc1ccc(C(=O)CSC2=C(C#N)C(c3ccco3)C3=C(CCCC3=O)N2)cc1 (centres undefined)	-0.3%	-7%
COc1ccc(NS(=O)(=O)c2cccs2)c(OC)c1	-2.1%&-2.4%	-3%&0%
Cc1[nH]c2c(Cl)cccc2c(=O)c1CN1CCCC1	5.0%&4.4%	-5%&-6%
Nn1c(SCc2nc3ccccn3c2Br)nnc1-c1cccnc1	-3.4%	-3%
C=CCn1c(SCC(=O)/C(C#N)=C(\C)N)nc2sc(CC)cc2c1=O	-2.4%	-1%
CC(=O)c1c(C)oc2ccc(O)c(CN3CCOCC3)c12	-1.3%	x
CC(C)OCC(O)CS(=O)(=O)Cc1ccccc1 (centres undefined)	-3.5%	x
O=c1oc(-c2ccccc2Cl)nc2sc3c(c12)CCCCC3	-0.6%	-5%
CCOC(=O)N1CCN(C(=O)CN(C2CCCCC2)S(C)(=O)=O)CC1	2.6%	-3%
C=CCn1c(SCc2nc3ccccc3[nH]2)nnc1-c1ccc(OC)cc1	3.9%	x
O=C(NCc1ccco1)c1ccc(N2CCCC2=O)cc1	5.7%	4%
O=C(c1cc2ccccc2oc1=O)N(Cc1ccccc1)CC1CCCO1 (centres undefined)	-5.6%	x
Cc1cccc(CN2CCN(S(=O)(=O)c3ccc(Cl)cc3)CC2)c1	-4.0%	2%
CN1CCN(c2ccccc2NS(=O)(=O)c2ccc3c(c2)CCN3C(=O)C2CCC2)CC1	0.6%	8%
Cc1ccc(CNC(=O)CN2C(=O)C3(OCCCO3)c3ccccc32)cc1	-5.6%	-3%
O=C(N/N=C/c1ccc(I)cc1)C1CC(=O)N(c2ccccc2)C1 (centres undefined)	1.6%	6%
COc1cccc(NC(=O)CSc2nnc(-c3cccc(OC(C)C)c3)n2N)c1	0.7%	-4%
COc1cc2c(cc1NC(=O)Cc1ccc(OC)c(OC)c1)oc1ccccc12	0.3%	3%
CC(=O)c1c(C)[nH]c(C(=O)CSc2nc3ccccc3n2C)c1C	6.4%	x
CCOC(=O)CCc1c(C)nc2cc(-c3cccc(F)c3)[nH]n2c1=O	-0.6%	0%
COc1ccc(CN2CCN(C(=O)c3cccc(F)c3)CC2)cc1OCc1ccccc1	-5.7%	3%
Cn1c(=O)c2cn(-c3ccccc3)cc2n(C)c1=O	1.9%	x
COC(=O)Sc1nc(N2CCOCC2)c2c(c1C#N)CC(C)(C)OC2	-5.3%	-1%
O=C1c2cccc3c(N4CCCCC4)ccc(c23)C(=O)N1c1ccccn1	46%	3%
COc1ccc(OC)c(/C=C2/C(=O)ON=C2c2ccccc2)c1	1.9%	-2%
COc1ccccc1N1CSC2=C(C#N)C(c3ccc(SC)cc3)CC(=O)N2C1 (centres undefined)	-5.7%	-6%
Cc1ccc(S(=O)(=O)Nc2cc(C(=O)NCCN3CCCC3)ccc2N2CCCCC2)cc1	1.9%	3%
COc1ccc(OC)c(S(=O)(=O)N2CCC(C(=O)Nc3ccc(C)c(C)c3)CC2)c1	5.4%	-5%
CC(C)N(c1ccccc1)c1ccc(NC(=O)C2CCCO2)cc1 (centres undefined)	-4.8%	0%
Cc1cc(C)nc(N/N=C/c2ccc(C(F)(F)F)cc2)n1	-2.5%	5%

Among those listed so far, these have a nitro group on carbon.
SMILES	Hsp70 displacement	MKP-3 inhibition
NC(=NC1CCCCC1)c1ccc([N+](=O)[O-])cc1	1.5%	x
Cc1ccc(S(=O)(=O)N/N=C/C=C/c2ccc(N(C)C)cc2)cc1[N+](=O)[O-]	-2.6%	3%

(more compounds)
SMILES	Hsp70 displacement	MKP-3 inhibition
COc1cc(CC(NC(C)=O)C(=O)NC2CCN(c3nc(C)cc(C)c3C#N)CC2)cc(OC)c1 (centres undefined)	-2.4%	-2%
CCO/C=C1/C(=O)N(CC)c2ccccc21	7.4%	-4%
CC(=O)NCC(=O)OCC(=O)c1ccc(C)c(C)c1	8.5%	-14%
CCOC(=O)C1=C(C)NC(C)=C(C(=O)OCC)C1c1ccc(C)cc1	0.7%	7%
O=C(NCC1CCCO1)C1CCC(=O)N1Cc1ccccc1Cl (centres undefined)	4.0%	4%
COc1ccccc1OCC(=O)Nc1cccc(C(C)=O)c1	2.5%	1%
CN(C)c1cc(N/N=C/c2ccncc2)nc(N(C)C)n1	-0.2%	0%
CCN(CCO)C(=O)C12CCC(C)(C(=O)C1)C2(C)C (centres undefined)	-1.2%	-10%
COc1ccccc1NC(=O)CC1COc2ccccc2O1 (centres undefined)	-2.3%	x
CN(C)c1ccc(/C(=N\O)C(F)(F)F)cc1	-0.9%	-10%
COc1ccc(/C=C/C(=O)NC(=S)Nc2ccccc2C)cc1OC	-3.4%	-3%
CCn1c(C)c(C(C)=O)c(N2CCCCC2)nc1=S	-1.4%	-3%
N/N=C1/NC(=O)C(Cc2cccc([N+](=O)[O-])c2)S1 (centres undefined)	3.5%	-4%
CN(C)C(=O)CN(C)S(=O)(=O)c1ccc(Cl)cc1	2.3%	-10%
CCCCNC(=O)CSc1nc2ccsc2c(=O)n1C1CCN(C(=O)OCC)CC1	1.9%	x
O=C(CN(Cc1cccs1)C(=O)CNS(=O)(=O)c1ccc(F)cc1)NCc1ccco1	-1.9%	-3%
COCCNC(=O)COc1ccc2ccccc2c1	1.3%	3%
CC1=NN(c2ccc(S(N)(=O)=O)cc2)C(=O)/C1=C\c1cccc([N+](=O)[O-])c1	7.3%	11%
O=S(=O)(N=Nc1c(O)[nH]c2ccccc12)c1ccc(Cl)cc1	6.4%	-3%
O=C(CC(O)(C(F)(F)F)C(F)(F)F)Nc1ccc(Cl)c(Cl)c1	0.3%	x
CC(C)c1ccc(NC(=O)C2CCCCC2C(=O)O)cc1 (centres undefined)	1.9%&-0.7%	-6%&-2%
CCN(CC)CCN1C(=O)C(=O)/C(=C(/O)c2ccccc2)C1c1ccccc1F (centres undefined)	2.8%	-8%
CC(C)(CO)NCc1ccccc1OCC(=O)Nc1ccccc1	7.5%	-4%
CN(C)CCNc1ncnc2ccccc12	4.2%	-10%
O=C1CC(c2ccc(S(=O)(=O)NCc3ccccc3)cc2)CN1 (centres undefined)	-4.9%	-5%
CCCCn1nnnc1NCc1cccs1	6.2%	1%
CC1=NN(C(=S)Nc2ccccc2)C(C)(C)C1	-3.2%	2%
CC(=O)N1CCc2cc3nc(C)cc(C)c3cc21	-3.8%	3%
CCOC(=O)C1CCN(C(=O)CSc2ccc(Cl)cc2)CC1	1.2%	x
COc1cc(/C=N\Nc2nc3ccccc3o2)cc(OC)c1OC	-0.7%&2.5%	2%

Compound profiles, as listed above. Order of values: Hsp70 displacement, MKP-3 inhibition
Record of CCN(CC)CCN1C(=O)C(=O)/C(=C(/O)c2ccccc2)C1c1ccccc1F (centres undefined) → 2.8%, -8%
Record of CC(C)c1ccc(NC(=O)C2CCCCC2C(=O)O)cc1 (centres undefined) → 1.9%&-0.7%, -6%&-2%
Record of O=S(=O)(N=Nc1c(O)[nH]c2ccccc12)c1ccc(Cl)cc1 → 6.4%, -3%

Next section:
SMILES	Hsp70 displacement	MKP-3 inhibition
Cc1ccc(C(=O)N(CN2CCCC2=O)c2ccccc2)cc1C	4.2%	4%
CC(=O)c1cccc(N(CC(=O)Nc2cccnc2)S(C)(=O)=O)c1	6.5%	-1%
CCOc1ccc(/C=C2/SC(=S)N(CN3CCOCC3)C2=O)cc1	5.5%	-1%
C=CCSc1n[nH]c(-c2ccccc2)n1	3.1%	x
CC(C)(CN=C1NS(=O)(=O)c2ccccc21)CNC(=O)CN1C(=O)c2ccccc2C1=O	2.9%	-9%
O=C(CS(=O)(=O)c1cn(Cc2ccccc2Cl)c2ccccc12)N1CCOCC1	-2.8%	x
Cc1ccc(C(=O)CC(=O)c2cc(Cl)ccc2O)cc1	-2.1%	x
CC(=O)Nc1ccc2oc(-c3ccc(F)cc3Cl)nc2c1	-1.9%	2%
CCC(=O)Nc1sc(C(=O)OC)c(C)c1C(=O)OC	-4.6%	-15%
CCN(CC)S(=O)(=O)c1ccc(S(=O)(=O)N2CCCC2C(=O)O)cc1 (centres undefined)	1.5%	x
O=C1CSC(=S)N1/N=C\c1ccc(O)c([N+](=O)[O-])c1	8.3%	6%
COc1ccc(-c2nc(C#N)c(N3CCOCC3)o2)cc1OC	4.3%	2%
COc1ccc(S(=O)(=O)N2CCc3ccccc32)cc1	-16%	-1%
c1ccc(Cc2nnc(-c3ccccc3)o2)cc1	3.3%	-13%
COc1ccc(CCN2C(=O)CC(Sc3ncccc3C(=O)O)C2=O)cc1OC (centres undefined)	-5.5%	-1%
O=C(CCCCCn1c(=S)[nH]c2ccc(Br)cc2c1=O)NCC1CCCO1 (centres undefined)	3.2%	x
COc1ccc(C(=O)N(c2ccccc2)C2CC(C)Nc3ccccc32)cc1 (centres undefined)	1.8%	-3%
CCN1CCN(C(=O)c2ccccc2N(Cc2ccccc2)S(=O)(=O)c2ccc(C)cc2)CC1	3.5%	x
CCCCN=C(C)c1c(O)c2ccccc2oc1=O	2.1%	-11%
O=C1CC(N(Cc2ccc3c(c2)OCO3)C(=O)c2ccc(Cl)cc2)C(=O)N1c1ccc(F)cc1 (centres undefined)	1.2%	4%
CC1Cc2nc(SCC(=O)Nc3ccc4c(c3)OCO4)n(-c3ccc(F)cc3)c(=O)c2S1 (centres undefined)	x	-4%
Oc1cccc(C=Nc2ccc(Cl)c(Cl)c2)c1	-0.8%	-2%
